# Screening data: PubChem, several laboratories
# NSD2 HMT inh: NSD2 (human) methyltransferase inhibition. inhibition, % at 12.5 µM. 0.54% of 310,000 active. NSD2 peptide methylation, AlphaScreen, 120 min. AID 743445; in the data active means inhibition above about 50%
# Rtt109 HAT inh: blocks Candida albicans Rtt109/Vps75 acetyltransferase activity; Q5AAJ8; purified Rtt109/Vps75, ThioGlo CoA-SH fluorescence, 4 h; inhibition, % at 34.9 µM; 0.16% of 330,000 active;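 active means inhibition of at least 50% in every replicate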
# Target sequence (Q5AAJ8 whole entry, looked up): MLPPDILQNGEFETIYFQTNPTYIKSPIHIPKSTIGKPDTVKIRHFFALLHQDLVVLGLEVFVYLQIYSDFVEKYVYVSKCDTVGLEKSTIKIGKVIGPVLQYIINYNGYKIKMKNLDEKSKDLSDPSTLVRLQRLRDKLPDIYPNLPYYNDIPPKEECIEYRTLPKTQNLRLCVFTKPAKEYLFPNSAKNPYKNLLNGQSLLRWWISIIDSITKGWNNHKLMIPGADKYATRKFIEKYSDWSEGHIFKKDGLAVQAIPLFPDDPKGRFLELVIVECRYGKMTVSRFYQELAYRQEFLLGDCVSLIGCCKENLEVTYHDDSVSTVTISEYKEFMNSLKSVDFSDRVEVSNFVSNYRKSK
# PfHsp90 yeast 2: growth inhibition of yeast expressing Plasmodium Hsp90 | inhibition, % at 9.4 µM | 0.32% of 310,000 active | S. cerevisiae expressing PfHsp90, BacTiter-Glo ATP, 48 h; yeast lacking PDR1 and PDR3 efflux regulators;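 active means every replicate shows inhibition above about 80%, whatever the replicate mean, limit read from the data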;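 further: 0% = DMSO neutral controls and 100% = 20 µM radicicol positive controls; yeast relying on Plasmodium falciparum Hsp90 in place of its own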
# CDK5 inh: inhibitors of human CDK5/p35 kinase. Q00535+Q15078. Recombinant CDK5/p35, ADP-Glo luminescence, 60 min. inhibition, % at 10 µM. 0.01% of 330,000 active. AID 488839;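 active means highest replicate inhibition of at least 50% and at least 75% of replicates reaching 50%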;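 further: plate controls were DMSO neutral control for no effect and GW8510 at 10 µM for full effect; many of its hits are not listed in these tables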
# RTF Ca sens inh: cardiac RTF calcium desensitization; P19429+P45379; IANBD-labeled cardiac RTF, Ca2+ fluorescence; inhibition, % at 7.15 µM; 0.12% of 340,000 active; AID 493244;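 active means inhibition above the mean inhibition of all tested compounds plus 3 SD, cut at about 17% in these data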;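 further: assay run at fixed EC70 calcium of 1.6 mM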
# SUMO Mot1 rescue: SUMOylation pathway inhibition by Mot1-301 growth rescue | S. cerevisiae Mot1-301 growth rescue, ATP luminescence, 38.5C; percent above DMSO median, 100 means doubled | growth rescue, % at 18.8 µM | 1% of 320,000 active | AID 2716;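 active means every valid replicate shows activation above 250% relative to neutral control wells; inactive means the rest, any valid replicate at or below 250%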;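 further: OY570 slx delta 5 strain wells were the positive control but not used for scaling; some compounds called inactive have numbers as strong as hits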
# Keap1-Nrf2 PPI: disrupts human Keap1 binding to Nrf2 peptide; Q14145; Keap1 Kelch-Nrf2 peptide fluorescence polarization, 1536-well; inhibition, % at 9.4 µM; 0.15% of 340,000 active; AID 504523; in the data active means inhibition above about 12%;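 further: human Keap1 Kelch domain with fluorescein labeled Nrf2 9mer peptide probe; 0% = neutral control wells and 100% = peptide positive control; higher means more block of Keap1 binding to Nrf2 peptide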
# Target sequence (Q14145 whole entry, looked up, the tested form may be a part): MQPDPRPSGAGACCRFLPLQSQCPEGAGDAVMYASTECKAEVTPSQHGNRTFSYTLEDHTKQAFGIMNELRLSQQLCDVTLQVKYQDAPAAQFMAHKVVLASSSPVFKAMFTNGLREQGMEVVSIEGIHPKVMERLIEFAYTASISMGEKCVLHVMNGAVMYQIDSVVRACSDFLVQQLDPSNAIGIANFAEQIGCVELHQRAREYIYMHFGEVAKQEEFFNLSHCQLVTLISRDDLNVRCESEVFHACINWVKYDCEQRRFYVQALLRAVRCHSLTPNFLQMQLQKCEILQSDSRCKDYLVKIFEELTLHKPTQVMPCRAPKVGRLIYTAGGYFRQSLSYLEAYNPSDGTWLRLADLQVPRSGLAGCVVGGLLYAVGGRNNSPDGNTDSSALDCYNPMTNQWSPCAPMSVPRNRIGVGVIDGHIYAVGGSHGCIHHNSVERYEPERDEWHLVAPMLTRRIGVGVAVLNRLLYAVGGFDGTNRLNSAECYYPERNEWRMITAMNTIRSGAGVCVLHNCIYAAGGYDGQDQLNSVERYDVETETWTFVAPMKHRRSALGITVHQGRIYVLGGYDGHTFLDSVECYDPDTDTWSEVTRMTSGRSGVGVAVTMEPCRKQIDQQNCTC
# cardiac RTF act: increases calcium sensitivity of human cardiac regulated thin filaments; P19429+P45379; IANBD-labeled TnC RTF fluorescence at EC20 calcium; 0% EC20 calcium, 100% full calcium; activation, % at 7.2 µM; 0.24% of 340,000 active; AID 493008;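 active means activation above the mean over all tested compounds plus 3 SD, cut at about 30% in these data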;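 further: rise in fluorescence read as greater calcium sensitivity of cardiac thin filaments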
# dFosB act: activators of mouse delta FosB homodimer | purified delta FosB, TAMRA-CDK5 oligo fluorescence polarization; percent of positive-control signal above neutral wells | activation, % at 25 µM | 0.99% of 340,000 active;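 active means mean activation above about 17%, with every replicate also reaching it, limit read from the data, passing the limit was not always enough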;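 further: fluorescence polarization rise as delta FosB binds a TAMRA Cdk5 AP-1 oligo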
# PvdQ inh: blocks Pseudomonas aeruginosa PvdQ acylase activity; purified PvdQ acylase, fluorescence plate reader; inhibition, % at 10 µM; 0.063% of 340,000 active; AID 488965; in the data active means inhibition above about 30%, passing the limit was not always enough;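 further: 0% = vehicle neutral wells and 100% = reference inhibitor wells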
# LANA DNA inh: inhibitors of KSHV LANA C-terminal domain DNA binding | AID 504423 | inhibition, % at 9 µM | 0.078% of 340,000 active | MBP-C-LANA/FAM-LBS DNA binding, fluorescence polarization;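 active means highest replicate inhibition at or above 60% at 9 µM, even if other replicates fall short; inactive means all replicates below 60% inhibition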;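 further: 0% = neutral control wells and 100% = 4 µM acridine orange control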
# * hit, by the source's call; . = not tested or not shown; & = joins results of further samples.
SMILES,NSD2 HMT inh,Rtt109 HAT inh,PfHsp90 yeast 2,CDK5 inh,RTF Ca sens inh,SUMO Mot1 rescue,Keap1-Nrf2 PPI,cardiac RTF act,dFosB act,PvdQ inh,LANA DNA inh
Cc1cccc(-n2c(O)c(C=Nc3c(C)n(C)n(-c4ccccc4)c3=O)c3ccccc3c2=O)n1,39,-1&-1,-2&-8,-1.4&0.7,-1&-6,4,1&-4,-2&-1,-7&-5,-1&-17,0.1&6.9
CC1(C)C(c2ccccc2)=[N+]([O-])C2(CCCCC2=O)N1O (centres undefined),-2,1,-2,-1.7,-3,111,-1,-6,-12,-4,0.6
CCCCNC(=S)NCc1ccc2c(c1)cc(C)n2C,.,-7,-21,-1.0,-5,-12,-5,-2,-8,-16,-0.8
Cc1ccc(NC(=O)COC(=O)Cn2c(C)csc2=O)cc1,-2,13,13,0.0,-2,1,0,-3,-4,-4,-0.6
Cc1cc(NC(=O)CSc2nc(C3CCCCC3)nc3ccccc23)no1,-1,-26,-6,0.3,-2,22,-6,1,-2,-4,-0.1
COc1ccc(NC(=S)NCc2cccs2)cc1OC,-6,2,3,-2.1,-8,70,1,-3,-14,-10,-1.3
COc1cc(NC(=O)c2cccs2)c(OC)cc1NC(=O)CCC(=O)Nc1cccc2ncccc12,-2,-10,6,-3.4,-6,.,-2,-2,-3,-12,-2.2
CN(Cc1ccccc1)C1CCCN(C(=O)c2ccc(Cl)s2)C1 (centres undefined),14,1,-15,0.7,-9,-7,5,0,4,0,-1.0
O=C(CCc1ccc(Oc2cc([N+](=O)[O-])cc([N+](=O)[O-])c2)cc1)NC1CCCC1,3,-1,6,-0.6,-5,-1,5,4,-5,-11,2.8
CC(C)c1ccc(OCc2ccc(C(=O)O)o2)cc1,45,-5,16,-0.3,-17,72,1,1,0,-16,2.4
COc1cc(/C=C\C(=O)Nc2cc(=O)n(C)c(=O)n2C)cc(OC)c1OC,-5,1,.,-0.2,12,-2,-1,2,8,-2,-1.7
Cc1cc(C)cc(OCC(=O)NCCN2CCOCC2)c1,-3,8,5,-0.1,-3,279,-1,3,4,-13,0.0
CCSCc1nnc(SCC(=O)Nc2ccc(OC)cc2)n1C,-3,2,0,0.6,1,71,3,2,-1,-18,-0.1
COc1ccccc1C(CNC(=O)c1cccc(NS(=O)(=O)c2ccc(Br)cc2)c1)N(C)C (centres undefined),4,35,-5,1.1,-7,18,0,0,-7,9,-0.2
CCOC(=O)C[C@H]1c2cc(F)ccc2S(=O)(=O)N1C1CCCC1,.,-7,.,-0.4,1,1,0,-4,4,-1,1.0
O=C(Nc1ccc(N2CCN(C(=O)c3cccs3)CC2)cc1)c1cccnc1Cl,-1,4,18,0.4,-11,208,-4,3,0,-11,0.4
O=C(NCC(c1cccs1)N1CCOCC1)c1ccc(Cl)s1 (centres undefined),-3,-10,-8,2.7,1,8,1,2,-5,-9,-0.2
CCN(CC)CCOC(=O)CCc1cccc2ccccc12,2,10,8,-0.4,-1,2,-1,-5,-2,-14,0.5
Cc1noc(COc2ccccc2OCc2onc(C)c2Cl)c1Cl,.,1,-5,-0.8,-15,9,-2,7,-7,-13,-0.2
Cc1cc(N2CCCC2)nc2ccc(NC(=S)NC(C)C)cc12,10,-8,-2,2.0,1,-2,-8,6,4,-16,0.1
CCC(=O)Nc1cccc(-c2csc(-c3ccccc3)n2)c1,0,-4,6,0.2,-4,-2,-4,-5,-1,-13,0.6
Cc1ccc(CC(=O)N/N=C/c2ccc(OC(=O)c3ccc([N+](=O)[O-])cc3)cc2)cc1,-1,-1,-3,-0.3,-14,2,-2,-5,5,-14,4.3
Cc1cccc(N(CC(=O)Nc2c(C)n(C)n(-c3ccccc3)c2=O)S(C)(=O)=O)c1C,0,.,-22,-0.5,-4,1,8,-3,-4,6,2.7
COc1cccc(NC(=O)CC(c2ccc(OC(C)C)cc2)c2ccccc2OC)c1 (centres undefined),3,-6,-26,-0.8,1,2,-6,-12,14,-16,1.4
C=CCn1c(C)nnc1SCC(=O)Nc1oc(C)c2c(C)n[nH]c(=O)c12,2,2,.,2.0,-2,-24,2,14,-7,0,-0.5
O=C(c1ccc2c(c1)N(Cc1ccccc1)CCS2)N1CCCCC1,.,-1,-5,0.8,-1,63,-2,-1,0,-2,-0.6
COc1ccc(CCN(Cc2ccccn2)C(=S)Nc2ccccc2F)cc1OC,-4,-4,-11,-3.9,-7,12,8,4,2,-9,0.4
CCOC(=O)c1sc(NC(=O)c2cccs2)cc1C,1,-7,15,1.2,0,7,-4,-4,1,-15,3.0
CCNC(=O)NC(=O)C(C)OC(=O)C(C)(C)Oc1ccc(Cl)cc1 (centres undefined),-1,.,12,-2.3,3,-9,-2,-7,-1,-13,0.2
CCOc1ccc2nc(N/C(N)=N/C(=S)Nc3ccc(OC)cc3)nc(C)c2c1,.,-4,.,0.3,-3,21,0,-6,13,-6,1.3
Cc1cccc(C(=O)NCC(C)NC(=O)c2cccc(C)c2)c1 (centres undefined),-2,-7,-3,0.7,-3,9,1,-2,-1,9,-1.0
O=C(c1ccc(-n2cncn2)c([N+](=O)[O-])c1)N1CCN(c2cccc(Cl)c2)CC1,1,-5,-4,0.2,1,-10,1,-7,0,-9,0.8
Cc1cc(C)c(CN2CCN(C(=O)Cn3cnc(C(=O)Nc4ccc(C)c(C)c4)n3)CC2)c(C)c1,.,-1,15,0.0,-4,.,-1,-5,-10,4,-3.7
O=c1ccnc(Nc2ccc([N+](=O)[O-])cc2)[nH]1,0,10,11,0.4,-9,-20,7,-3,3,2,1.0
Cc1ccccc1C(=O)c1cccn1CC(=O)NCc1ccc2c(c1)OCO2,-3,13,.,-1.7,-7,-7,-6,3,7,-9,0.2
O=C1CC(NS(=O)(=O)c2cccs2)CN1c1ccc(F)cc1 (centres undefined),-1,1,-9,0.2,5,4,-2,-1,-7,-11,0.3
CC(C)N1CCN(Cc2cnc(N3CCCC3)s2)CC1CCO (centres undefined),1,0,-1,0.2,0,.,7,-1,-5,-10,-0.7
Cc1ccc(-c2nc3ncccc3n2O)cc1,-1,-5,-1,0.5,0,-5,-1,-2,-1,-9,-0.2
Cc1ccc(C(=O)NCC(=O)OCc2c(F)cccc2Cl)s1,-3,-4,-11,-0.8,3,13,1,-3,-1,-3,-0.8
Cc1cc(C)n(-c2nnc(C)n2NS(=O)(=O)c2ccc(F)cc2)n1,.,0,2,9.4,9,6,-5,0,-4,20,-0.3
O=C(CCNC(=O)c1ccco1)Nc1nc2ccccc2s1,0,0,-8,-1.7,1,.,0,-6,0,-6,0.5
COc1ccc(NC(=S)NC23CC4CC(CC(C4)C2)C3)cc1OC,1,-2,1,-0.6,-1,5,0,-5,-11,-27,0.7
C=CCn1c(SCC(=O)NCc2ccc3c(c2)OCO3)nc2scc(-c3ccc(F)cc3)c2c1=O,-8,-4,.,-0.1,0,-6,0,-5,45*,9,-0.1
O=C(COc1ccccc1)NCc1cccs1,4,0,5,-1.3,-11,.,0,9,-1,2,-0.1
CC(C)CN(CC(C)C)C(=O)Nc1ccccc1F,-3,-7,-3,0.5,5,208,-3,-2,-2,-8,-1.4
CCOC(=O)C1(CCSC)NC(c2ccco2)C2C(=O)N(C)C(=O)C21 (centres undefined),1,-10,-12,-0.3,2,101,4,1,-5,-8,2.3
COc1ccc2oc(C(=O)OCC(=O)N(C)C3CCS(=O)(=O)C3)c(C)c2c1 (centres undefined),-4,1,6,-0.4,-13,-4,-1,-1,-3,1,0.9
Cc1cc(N2CCN(C(=O)c3ccco3)CC2)n2nc(-c3cccc(F)c3)cc2n1,.,-9,.,0.9,-6,427,-3,9,-12,-12,-0.7
CCCNC(=O)N1CCC(Cc2ccccc2)CC1,26,-10,-16,-1.8,-4,9,1,-2,1,-3,-0.6
Cc1nn(C)c(C)c1Nc1ccc(N2C(=O)C3CC=CCC3C2=O)cc1[N+](=O)[O-] (centres undefined),44,1,10,-4.3,-10,-11,-8,-1,-5,-12,0.7

# Next structures
SMILES,NSD2 HMT inh,Rtt109 HAT inh,PfHsp90 yeast 2,CDK5 inh,RTF Ca sens inh,SUMO Mot1 rescue,Keap1-Nrf2 PPI,cardiac RTF act,dFosB act,PvdQ inh,LANA DNA inh
O=C(/C=C/c1ccccc1F)c1cccc([N+](=O)[O-])c1,3,-4,-20,-2.6,-8,-39,-11,3,-8,-4,0.5
COc1ccc(C(=O)NCC(C)(c2ccccc2)c2ccccc2)cc1S(=O)(=O)N1CCOCC1,1,4,25,-1.0,-11,.,-6,8,-17,-5,2.2
CCC(C)NC(=O)c1cc(OC)c(OC)c(OC)c1 (centres undefined),-10,0,-1,-0.3,-8,-7,-3,3,3,-1,0.6
CC(C)CC(=O)Nc1c2c(nn1-c1ccc(F)cc1)CS(=O)C2 (centres undefined),0,-3,-9,-1.0,-4,-22,-1,-2,0,-15,0.0
O=C(CCCN1CCC(c2ccccc2)C1)c1ccc2c(c1)OCCO2 (centres undefined),.,.,-17,-1.1,-1,13,-5,3,5,-6,-0.7
Cc1ccc(-c2noc(CCC(=O)NCCN3CCN(Cc4ccccc4)CC3)n2)cc1,15,11,-8,0.0,2,12,0,-3,-8,13,0.1
CCc1ccccc1NC(=O)c1cnc2scc(C)n2c1=O,.,-10,7,-1.0,-5,5,-2,-5,-9,3,0.4
Cc1ccc(C(C(=O)NC2CCCC2)N(Cc2ccc3c(c2)OCO3)C(=O)Cc2cccs2)cc1 (centres undefined),-2,11,7,-1.3,-14,-14,5,-6,3,-7,-0.7
COc1ccc(CCC(C)N2CCC(Oc3ccc(C(=O)N4CCCC4)cc3)CC2)cc1 (centres undefined),7,2,4,-2.5,-3,8,-7,3,-15,-11,3.0
O=C(O)Cn1c(=O)c2c(c3ccccc31)CCC2,-1,-5,-1,-0.4,-2,-8,-2,4,9,-18,0.5
O=C(CSc1ccccc1F)Nc1ccc(N2CCOCC2)cc1,-1,11,15,0.3,5,11,-1,-9,-7,-3,-0.8
CN1CCN(C(=S)C(=O)Nc2ccccc2)CC1,-2,-14,.,0.2,-4,-2,-1,1,-9,-4,-1.4
Cc1cc(C)c2c(N)c(C(=O)c3ccccc3Cl)sc2n1,14,1,-6,1.0,-6,-16,-6,-1,3,-5,0.1
CCOC(=O)c1nnc(-c2ccc(C)cc2)nc1Oc1ccccc1Cl,-1,-5,.,-0.1,1,7,0,0,-3,-15,0.7
O=C(CSc1nc2ccccc2c(=O)n1-c1ccc(Cl)cc1)c1ccco1,1,-7,10,0.3,-10,1,-1,-3,53*,-17,0.7
O=C(c1ccc(COCC(F)(F)F)o1)N1CCCCCC1,-3,7,18,-0.7,2,-10,-1,-3,-5,-3,-0.3
COC(=O)[C@@H]1C[C@H]2CC[C@H](O)C[C@H]2N1Cc1ccc(-c2ccccc2)cc1,.,5,-1,1.3,5,17,-10,-5,2,9,-0.8
